High-throughput results from PubChem.
MC4R ag barr = MC4R agonists recruiting beta-arrestin, primary screen, cell-based, luminescence, agonist arm of biased-ligand search. U2OS MC4R beta-arrestin complementation; percent of melanotan II response, DMSO zero. activation, % at 8.9 µM. 360,000 tested, 0.98% active. AID 540308, 2011;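 active = activation above a per-plate cutoff, the mean activation of sample wells on that plate plus 3 SD, cut at about 8% in these data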
N-glyco inh = increase of ERlucT glycosylation luciferase signal, primary screen, N-linked glycosylation inhibitor project, D54 ERlucT cells, luminescence, set 2; D54 ERlucT glycosylation luciferase reporter, 24 h; percent of 100 nM tunicamycin response; reporter increase, % at 12.5 µM; 360,000 tested, 0.23% active; AID 588692, 2011;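 active = mean luciferase reporter signal, scaled so untreated is 0 and the glycosylation-blocking control 100, at or above a set limit in every replicate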;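 also: luciferase carries N-glycosylation sites so blocking glycosylation raises the light; 0% = median of neutral control wells and 100% = median of 100 nM tunicamycin wells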
TLR9-MyD88 block = inhibitors of TLR9-MyD88 association in cells, primary screen, cell-based, CHO, BLA complementation, fluorescence; inhibition, % at 4.98 µM; Toll-like receptor 9 (Homo sapiens) + Myeloid differentiation primary response protein …; 340,000 tested, 0.21% active; CCF4 FRET ratio; AID 504734, 2011;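 active = inhibition above the mean over all tested compounds plus 3 SD, cut at about 21% in these data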;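 also: 0% = DMSO only wells and 100% = clavulanate BLA inhibitor control wells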
H9c2 protect = cardioprotection against H2O2-induced cell death, primary screen, uHTS, H9c2 cells, ATPLite luminescence; H9c2 cardiomyocytes, H2O2 injury protection, 2 h; protection from H2O2 cell death, % at 20 µM; 360,000 tested, 0.63% active;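 active = compounds giving at least 50% protection of heart cells from peroxide-induced death in the single-dose screen, raw or plate-pattern-corrected value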;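 also: 0% = DMSO wells with peroxide and 100% = DMSO wells without peroxide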
ABHD5-PLIN5 inh = ABHD5-PLIN5 interaction inhibitors, primary screen, cell lysate, split luciferase complementation, luminescence | Perilipin-5 (Homo sapiens) + 1-acylglycerol-3-phosphate O-acyltransferase ABHD5 (Homo … | Split G. princeps luciferase complementation, 4 h | inhibition, % at 4 µM | 360,000 tested, 0.78% active | AID 602281, 2012;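 active = inhibition above the mean inhibition across every tested compound plus 3 SD, cut at about 22% in these data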;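 also: 0% = DMSO only wells and the 100% control is not disclosed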
HTR2A ag = mouse Htr2a agonists via beta-arrestin recruitment, primary screen, cell-based, luminescence; 5-hydroxytryptamine receptor 2A (Mus musculus), P35363; CHO-K1 mHTR2A beta-arrestin complementation; percent of 30 µM serotonin response; activation, % at 7.6 µM; 360,000 tested, 0.66% active; AID 624169, 2012;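 active = activation above a run cutoff, the mean activation of all tested compounds plus 3 SD, cut at about 14% in these data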;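 also: 0% = plate median of compound wells and 100% = 30 µM serotonin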
Target sequence (P35363 whole entry, looked up): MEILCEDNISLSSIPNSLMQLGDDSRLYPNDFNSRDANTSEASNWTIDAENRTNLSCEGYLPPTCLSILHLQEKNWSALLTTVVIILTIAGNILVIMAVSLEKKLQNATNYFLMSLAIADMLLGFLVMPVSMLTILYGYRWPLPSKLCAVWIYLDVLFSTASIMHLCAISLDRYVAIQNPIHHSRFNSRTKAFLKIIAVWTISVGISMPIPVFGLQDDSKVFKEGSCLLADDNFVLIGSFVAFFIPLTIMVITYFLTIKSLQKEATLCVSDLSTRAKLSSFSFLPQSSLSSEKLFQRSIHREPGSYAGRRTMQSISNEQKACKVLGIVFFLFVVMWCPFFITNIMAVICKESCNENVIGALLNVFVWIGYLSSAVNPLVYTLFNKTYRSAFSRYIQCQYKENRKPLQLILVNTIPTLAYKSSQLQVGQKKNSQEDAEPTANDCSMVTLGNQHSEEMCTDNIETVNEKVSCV
NOD2-RIPK2 inh = NOD2-RIPK2 binding disruptors in cells, primary screen, fluorescence, CHO cells, BLA complementation | Receptor-interacting serine/threonine-protein kinase 2 (Homo sapiens), O43353 | CCF4 ratio | inhibition, % at 4.98 µM | 360,000 tested, 0.38% active | AID 624267, 2012; in the data active = inhibition above about 21%;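 also: 0% = vehicle only and 100% = reference blocker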
Target sequence (O43353 whole entry, looked up): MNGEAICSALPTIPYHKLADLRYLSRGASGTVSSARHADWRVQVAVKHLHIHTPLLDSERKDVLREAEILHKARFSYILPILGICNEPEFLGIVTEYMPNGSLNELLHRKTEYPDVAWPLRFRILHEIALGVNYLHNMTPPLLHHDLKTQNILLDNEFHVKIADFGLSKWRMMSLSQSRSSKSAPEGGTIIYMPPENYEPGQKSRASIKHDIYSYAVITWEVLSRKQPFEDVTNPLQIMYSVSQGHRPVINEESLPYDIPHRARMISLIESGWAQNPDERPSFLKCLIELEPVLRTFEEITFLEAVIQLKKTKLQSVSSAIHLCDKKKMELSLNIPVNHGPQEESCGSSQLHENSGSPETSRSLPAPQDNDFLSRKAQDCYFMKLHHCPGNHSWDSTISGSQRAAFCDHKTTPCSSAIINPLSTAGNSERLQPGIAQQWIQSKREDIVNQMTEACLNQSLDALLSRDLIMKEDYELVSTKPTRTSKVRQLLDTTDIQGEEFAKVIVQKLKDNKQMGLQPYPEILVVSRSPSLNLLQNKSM
ABCB6 inh MLPCN = ABCB6 transporter inhibitors, primary screen, K562-ABCB6 cells, flow cytometry, MLPCN library; fluorescence ratio to DMSO, % at 10 µM; K562-ABCB6 porphyrin accumulation, 1 h; active compounds read low; 360,000 tested, 0.19% active;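 active = fluorescence ratio to DMSO below 75%, the collection mean minus 3 SD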;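 also: signal is porphyrin accumulated inside mitochondria; 100% equals median channel fluorescence of DMSO control wells; lower ratio means ABCB6 inhibition with less porphyrin fluorescence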
NCOA2 inhibitor = inhibition of GAL4-SRC2 driven luciferase reporter, primary screen, SRC2 inhibitor project, cell-based, luminescence. AID 651957, 2012. HEK293 GAL4-SRC2 luciferase reporter. Nuclear receptor coactivator 2 (Homo sapiens), Q15596. inhibition, % at 9 µM. 370,000 tested, 0.17% active;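 active = inhibition above the mean inhibition of all tested compounds plus 3 SD, set per campaign, cut at about 52% in these data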;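 also: 0% = DMSO treated cells and 100% = cells given Gossypol at 36 µM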
MC4R antag cAMP = MC4R antagonists of cAMP signaling, primary screen, cell-based, TR-FRET, antagonist arm of biased-ligand search. Melanocortin receptor 4 (Homo sapiens), P32245. MC4R-expressing cells, MTII-stimulated cAMP, LANCE TR-FRET. inhibition, % at 6.5 µM. 360,000 tested, 0.48% active. AID 540295, 2011;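 active = inhibition above its plate's cutoff, the mean of tested wells on that plate plus 3 SD, cut at about 29% in these data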;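 also: 0% = Melanotan II alone and 100% = Melanotan II plus saturating MCL0020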
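Test system: U2OS cells stably expressing human melanocortin 4 receptor (MC4R); also added: Melanotan II challenge; compound: 6.5 µM single dose; timing: 30-min compound preincubation, 1-h Melanotan II challenge, 1-h detection, room temperature; signal: Eu-cAMP/anti-cAMP TR-FRET, emission 671 nm; repeats: one well per compound, no replicates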
Starred values were filed as active, the others as inactive; / = not tested or not shown. This is a subset. The share of hits here may be higher or lower than overall.

SMILES	MC4R ag barr	N-glyco inh	TLR9-MyD88 block	H9c2 protect	ABHD5-PLIN5 inh	HTR2A ag	NOD2-RIPK2 inh	ABCB6 inh MLPCN	NCOA2 inhibitor	MC4R antag cAMP
CCOC(=O)CN(C(=O)COC(=O)C1(c2ccccc2)CC1)c1ccc(F)cc1	2.9	2.0	-0.9	-0.7	19.2	-3.5	-7.5	95.0	-10.1	12.5
CCOC(=O)N1CCC(N2C(=O)c3ccccc3C2Nc2ccc3c(c2)OCCO3)CC1 (configuration not stated)	-0.2	-2.5	-3.8	-11.2	3.5	2.7	4.5	102.0	22.3	5.8
COC(=O)C1=C(C)OC(N)=C(C#N)C1c1ccccc1 (configuration not stated)	-0.6	0.9	3.2	1.2	-5.2	8.9	-9.4	99.0	22.3	5.3
CC(C)(C)n1nnnc1C(c1cccs1)N1CCCC2(CCCCC2)C1 (configuration not stated)	-0.2	-11.5	-1.1	-17.5	8.5	6.0	4.2	89.0	-3.0	11.7
Cc1cccc(C)c1OCc1nnc(NC(=O)CSc2ccc(Cl)cc2)s1	2.2	2.0	-2.3	-0.8	-3.2	6.5	5.9	103.0	5.6	7.1
On1c(-c2ccccc2)nc2ccccc21	1.6	2.1	4.7	3.3	5.0	0.2	-0.8	95.0	-27.3	8.3
O=C(COc1ccc(Br)cc1)Nc1nc(-c2cccnc2)cs1	-1.7	-2.5	2.1	-0.7	-1.1	1.4	-9.1	96.0	26.7	0.0
Cc1ccccc1C(=O)c1cn[nH]c1-c1ccccc1O	1.1	1.7	-3.2	0.0	-0.9	5.7	-9.6	90.0	4.6	0.3
Fc1cccc(NC(=S)NCC(c2cccnc2)N2CCOCC2)c1 (configuration not stated)	/	-1.4	-7.5	-2.1	/	/	/	96.0	-4.1	/
CCc1nc2oc3cc(OC)ccc3c(=O)c2c(=O)n1Cc1ccco1	-3.4	3.0	13.8	3.5	3.2	-2.1	-4.0	101.0	15.5	-1.0
COc1ccc(OC)c(C2SCCN2S(=O)(=O)c2cccc(C(F)(F)F)c2)c1 (configuration not stated)	2.0	-8.3	2.9	-7.1	-1.0	-1.6	-2.8	91.0	1.1	10.4
O=c1[nH][nH]c(-c2ccccc2O)c1C(C[N+](=O)[O-])c1cccc(Cl)c1 (configuration not stated)	-1.8	1.0	-7.7	0.5	-3.9	3.9	-0.1	98.0	-25.8	6.0
Cc1cc(NC(=O)CSCC(=O)N2CCN(c3ccccc3)CC2)no1	-1.4	0.1	-3.0	-0.6	0.6	0.7	-7.8	85.0	20.8	6.9
COc1ccc(CN(C)C(=O)c2ccc(NS(=O)(=O)c3ccc4[nH]c(=O)[nH]c4c3)cc2)c(OC)c1OC	0.4	2.5	-9.3	10.2	-9.3	-4.2	-7.8	101.0	6.2	10.6
N=C1/C(=C/c2ccc(-c3cccc(C(=O)O)c3)o2)C(=O)N=C2SC=C(c3ccccc3)N12	1.8	-1.4	0.7	20.2	11.0	-1.1	2.7	99.0	-22.7	18.4
CCC(NC(=O)c1ccccc1NC(=O)c1ccccc1)C(=O)NNC(=O)CSc1nc2ccccc2o1 (configuration not stated)	-0.9	-0.5	-0.2	6.8	4.8	3.0	-14.0	112.0	14.0	5.9
Fc1ccc(CSc2nnc3ccccn23)c(Cl)c1	2.4	-0.6	1.8	4.6	17.1	-0.2	-8.9	97.0	-71.2	1.8
COC(=O)c1cc(OC)c(OC)cc1NC(=S)NC(=O)c1ccco1	-3.4	39.6*	-3.5	6.4	3.6	-0.8	-3.1	110.0	5.4	-1.2
CCOC(CNC(=O)C(=O)NCC(c1ccco1)N1CCN(c2ccc(OC)cc2)CC1)OCC (configuration not stated)	0.3	1.3	-4.2	-4.1	-3.4	-1.2	-1.6	105.0	-0.5	15.8
COc1cccc(N2C(=O)C3CCCN3C2c2cccs2)c1 (configuration not stated)	-2.8	-2.1	8.3	2.8	-7.5	-1.9	-6.2	98.0	-8.6	-4.8
CCN(CC)CCC#CC(O)(c1ccccc1)C1CCCCC1 (configuration not stated)	-0.7	-2.0	-27.0	-2.6	-0.1	-8.3	-9.4	103.0	-10.7	-0.5
Cc1ccccc1-c1cc(C(=O)NCc2cccc(C(F)(F)F)c2)n(CC2CC(c3cccnc3)=NO2)n1 (configuration not stated)	-0.5	-4.3	-10.8	5.5	14.0	-9.5	4.2	103.0	26.2	5.5
CC(=O)Nc1ccc(NC(=O)c2ccccc2CCc2ccccc2)cc1	-2.2	-6.4	8.6	-5.9	3.5	-7.9	-13.8	97.0	-5.3	-8.1
CCOc1ccccc1NC(=O)NC1(C(=O)NCc2cccnc2)CCCCC1	-0.1	1.3	-1.9	0.8	2.2	0.7	0.4	98.0	18.6	12.6
CCNc1nc(NCC)nc(Oc2ccc(OCC)nn2)n1	0.9	8.2	3.8	1.4	-2.4	2.0	-3.2	100.0	-7.2	-4.2
COC(=O)c1c(C)[nH]c(C)c1-c1ccc(C)cc1	2.4	1.0	1.6	-2.5	-4.9	14.1	-10.7	105.0	10.0	9.8
COCCOC1CCN(Cc2cn(Cc3ccccc3)nc2-c2cc3ccccc3o2)CC1	-1.2	-0.7	-1.1	8.4	13.0	-8.9	2.6	94.0	16.8	-5.3
O=C(CSc1nnc(-c2ccncc2)n1-c1ccc(Cl)cc1)NCc1cccs1	-2.5	-0.8	-3.7	-2.1	-2.3	-1.9	-5.1	95.0	9.5	-1.8
C#CCn1cc[n+](CC(=O)N(C)C)c1	0.1	2.7	-0.3	3.2	-2.8	3.1	-0.5	103.0	-9.2	2.4
O=C(O)c1cc2c(ccc3ccccc32)oc1=O	-1.6	0.9	-7.2	-1.2	2.3	3.5	-2.5	96.0	10.4	5.5
CCOC(=O)c1nn(-c2ccc(C)cc2)cc1C(=O)c1ccccc1	-0.5	-8.3	-8.3	-20.3	-0.1	-1.8	0.6	84.0	-80.4	2.5
COc1ccc(NC(=O)C(=O)NNC(=O)COc2ccc(Cl)cc2)c(OC)c1	-2.5	/	-1.9	11.7	-4.4	5.8	-11.3	96.0	-28.6	-1.5
O=C(CC1C(=O)NCCN1Cc1cccc(C(F)(F)F)c1)NC1CCOCC1 (configuration not stated)	-1.2	1.2	-5.0	1.0	-4.9	-4.2	-12.6	94.0	-20.1	3.1
CN1CCc2c(OCC(=O)N3CCC(Cc4ccccc4)CC3)cccc2C1=O	-0.7	-4.1	-5.6	-14.1	-4.2	6.3	6.8	85.0	12.3	-1.8
Cc1c(-n2cc(C(=O)c3cc(Cl)ccc3O)cc(C#N)c2=O)c(=O)n(-c2ccccc2)n1C	-0.7	-1.5	-7.4	-1.2	-1.5	6.3	-9.6	108.0	/	2.5
CC1(C)N=C(N)N=C(N)N1c1ccccc1	-1.2	1.5	-7.8	6.6	-4.2	-1.5	4.8	97.0	-2.1	-0.8
COCCNC(=O)CN(C(=O)CCC(=O)Nc1cc(C)on1)c1ccccc1C	-1.0	1.7	3.3	-4.7	0.3	6.1	2.9	101.0	-9.7	0.9
COC(=O)C1=C(C)N(c2ccc(Cl)cc2)/C(=C/c2cccs2)C1=O	-0.4	9.3	-3.9	1.4	2.1	0.3	-3.3	98.0	-3.3	0.0
O=C(COc1ccc(Cl)cc1)OCc1ccc(Cl)cc1	3.8	2.6	2.0	0.8	3.7	4.1	-4.9	102.0	-16.6	6.5
CCOC(=O)c1c(C)[nH]c(C(=O)OCC(=O)c2ccccc2)c1C	-3.0	-12.9	-1.7	-12.7	1.2	-6.0	2.6	93.0	-51.1	-1.1
CC(C)OC(=O)c1nn2c(C(F)(F)F)cc(-c3ccc(Br)o3)nc2c1Br	0.4	-1.3	15.4	0.9	3.6	2.5	11.0	109.0	-6.6	5.9
Cc1ccc(F)c(S(=O)(=O)NC(=O)C2(C)CCN2C(=O)C2(c3ccc(Cl)cc3)CC2)c1 (configuration not stated)	-1.2	0.7	/	2.6	0.2	6.1	0.3	975.0	-13.7	12.0
O=C(O)CC1(CC(=O)Nc2ccc(F)cc2F)CCCCC1	-1.0	1.2	/	7.4	1.6	1.7	-4.5	95.0	-6.8	2.9
CC(C)(C)NC(=S)NC(C)(C)C	-0.8	0.0	-4.9	-4.0	2.2	1.0	-10.4	97.0	-22.6	-3.0
C#CC[N+]1(CC#Cc2ccccc2)CCOCC1	1.8	2.9	-1.6	-2.9	14.2	6.0	-3.1	103.0	-12.0	1.9
O=C(O)CSc1cc(C(F)(F)F)nc(-c2ccccn2)n1	-1.1	1.8	-3.3	2.9	10.3	1.5	3.8	101.0	-7.1	-3.1
CCNc1nc(NCC)n2c(SCC(=O)Nc3cccc(F)c3)nnc2n1	-2.0	-2.5	4.7	0.8	2.9	6.2	-2.1	100.0	-0.2	4.6
O=C(Cn1cncn1)c1ccc(Cl)cc1	0.5	2.1	6.5	1.3	-9.1	0.9	4.2	96.0	6.6	8.0
Cc1ccsc1/C=N/NC(=O)c1ccc2c(c1)OCCO2	-2.2	-17.4	-2.4	-20.9	-5.9	-3.1	2.8	96.0	-15.8	8.1
COc1ccc(N2Cc3ccccc3C2=NC(=O)c2ccc(C)cc2)cc1OC	-1.9	0.4	1.2	7.3	-0.3	3.6	-6.5	102.0	2.5	6.6
CC1CC(C)CN(C(=O)COC(=O)CNC(=O)C23CC4CC(CC(C4)C2)C3)C1 (configuration not stated)	1.0	0.6	-3.8	-1.2	2.7	-1.1	-1.3	95.0	10.8	-2.0
